Source: PubChem
H9c2 protect – protects H9c2 cardiomyocytes from peroxide injury. H2O2 injury protection, ATPLite, 2 h. protection from H2O2 cell death, % at 20 µM. 360,000 compounds, 0.63% hits. AID 588492;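 active = compounds giving at least 50% protection of heart cells from peroxide-induced death in the single-dose screen, raw or plate-pattern-corrected value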;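 also: 0% = DMSO wells with peroxide and 100% = DMSO wells without peroxide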
aDG glyco up – alpha-DG glycosylation activation. Pro5-aDG cells, alpha-DG glycosylation AlphaScreen (IIH6); 0% Pro5, 100% B10-LARGE cell signal. activation, % at 10 µM. 360,000 compounds, 0.22% hits. AID 624168;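 active = activation of at least 8% versus controls, or a plate z-score of at least 8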;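 also: Pro5 are CHO cells carrying HIG-tagged alpha-DG that lacks glycosylation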
hiPSC survival – increases survival of single human iPS cells | hiPSC single-cell survival, ATPlite luminescence; 100% = ROCK inhibitor wells, 0% = DMSO | survival enhancement, % at 20 µM | 360,000 compounds, 0.044% hits | AID 602274; in the data active = survival enhancement above about 18%;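 also: cells exposed to compounds for 16 hours before the ATP read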
HTR2A ag – agonists of mouse serotonin 5-HT2A receptor (HTR2A); P35363; CHO-K1 mHTR2A beta-arrestin complementation, luminescence; percent of 30 µM serotonin response; activation, % at 7.6 µM; 360,000 compounds, 0.66% hits; AID 624169;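 active = activation above a run cutoff, the mean activation of all tested compounds plus 3 SD, cut at about 14% in these data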;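 also: 0% = plate median of compound wells and 100% = 30 µM serotonin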
Vif inh – HIV Vif inhibition; HEK293T cells, Vif self-association by quenched fluorescence, imaging, 24 h; inhibition, % at 7.49 µM; 340,000 compounds, 0.35% hits; AID 602346; in the data active = inhibition above about 50%, passing the limit was not always enough; also: some results filed as inactive read as strong as hits
Exocytosis inh – blocks lytic granule exocytosis. AID 651702. 360,000 compounds, 0.66% hits. inhibition, % at 10 µM. TALL-104 LAMP-1 surface exposure, flow cytometry; cells stimulated with thapsigargin and PMA;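 active = inhibition above about 55%, limit read from the data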
CaV13 ICDI inh – Primary screen for inhibitors of IQ motif and Ca2+-dependent inactivation inhibitor domain binding in CACNA1D, Förster resonance energy transfer in living cells, …; inhibition, % at 12.3 µM; 340,000 compounds, 0.098% hits; HEK cells, CFP/YFP FRET ICDI-IQ, plate reader, 10 min; percent FRET-ratio fall versus neutral wells;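 active = mean replicate inhibition of at least 30% and at least 1% of replicates passing that level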;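 also: 0% = median of the neutral control wells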
ABCB6 inh 2 – inhibitors of human ABC transporter ABCB6; Q9NP58; AID 602162; K562-ABCB6 porphyrin accumulation, flow cytometry, 1 h; stronger effect = lower value; fluorescence ratio to DMSO, % at 10 µM; 360,000 compounds, 0.19% hits;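 active = fluorescence ratio to DMSO below 75%, the collection mean minus 3 SD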;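 also: signal is porphyrin accumulated inside mitochondria; 100% equals median channel fluorescence of DMSO control wells; lower ratio means ABCB6 inhibition with less porphyrin fluorescence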
Target sequence (Q9NP58 whole entry, looked up): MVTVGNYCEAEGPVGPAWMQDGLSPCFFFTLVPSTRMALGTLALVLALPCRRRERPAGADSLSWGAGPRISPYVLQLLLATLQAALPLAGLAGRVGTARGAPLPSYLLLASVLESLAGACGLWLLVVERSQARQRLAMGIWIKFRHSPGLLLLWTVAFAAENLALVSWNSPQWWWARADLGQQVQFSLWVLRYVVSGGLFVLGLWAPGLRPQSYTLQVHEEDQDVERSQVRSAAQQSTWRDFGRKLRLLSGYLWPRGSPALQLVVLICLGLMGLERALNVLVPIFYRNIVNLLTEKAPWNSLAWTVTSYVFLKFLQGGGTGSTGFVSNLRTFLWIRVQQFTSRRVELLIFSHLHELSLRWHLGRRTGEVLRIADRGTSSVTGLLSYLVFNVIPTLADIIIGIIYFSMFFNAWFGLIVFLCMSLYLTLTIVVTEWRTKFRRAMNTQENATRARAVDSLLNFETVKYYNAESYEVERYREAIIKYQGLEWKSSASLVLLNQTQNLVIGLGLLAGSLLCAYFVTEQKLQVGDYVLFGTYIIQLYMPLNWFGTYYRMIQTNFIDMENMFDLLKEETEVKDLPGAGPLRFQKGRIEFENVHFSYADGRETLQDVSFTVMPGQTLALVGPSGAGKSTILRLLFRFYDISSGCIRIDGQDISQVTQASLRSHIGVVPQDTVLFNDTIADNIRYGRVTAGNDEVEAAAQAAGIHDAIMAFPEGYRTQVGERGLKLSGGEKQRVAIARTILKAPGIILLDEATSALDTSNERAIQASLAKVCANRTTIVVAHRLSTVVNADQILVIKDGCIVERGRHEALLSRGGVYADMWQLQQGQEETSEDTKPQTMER
Glyco luc inh – N-linked glycosylation inhibition; D54 ERlucT glycosylation luciferase reporter, 24 h; percent of 100 nM tunicamycin response; reporter increase, % at 12.5 µM; 360,000 compounds, 0.23% hits; AID 588692;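 active = mean luciferase reporter signal, scaled so untreated is 0 and the glycosylation-blocking control 100, at or above a set limit in every replicate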;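 also: luciferase carries N-glycosylation sites so blocking glycosylation raises the light; 0% = median of neutral control wells and 100% = median of 100 nM tunicamycin wells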
PDI inh – inhibitors of human protein disulfide isomerase; P07237; PDI insulin aggregation turbidity, A650, 90 min; inhibition, % at 10 µM; 350,000 compounds, 0.052% hits; AID 588391;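 active = mean inhibition across replicates of 30% or more, whatever share of single replicates reach that level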;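 also: absorbance from insulin aggregation driven by PDI reduction with DTT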
Numbers without * were called inactive; . = no result given.

SMILES	H9c2 protect	aDG glyco up	hiPSC survival	HTR2A ag	Vif inh	Exocytosis inh	CaV13 ICDI inh	ABCB6 inh 2	Glyco luc inh	PDI inh
CNC(=O)C1CC(=O)N(CCc2ccc(OC)c(OC)c2)C(=Nc2ccc(F)cc2)S1 (stereo not given)	4	0.1	0.9	2	-6	1	-2	94	4	11
Cc1nc(-c2ccc(S(=O)(=O)Nc3cc(F)ccc3F)cc2)co1	-5	0.0	0.8	2	-11	-1	-4	102	2	4
Cc1ccc(NC(=O)COC(=O)c2cc(=O)c3ccccc3o2)cc1F	4	0.2	3.5	7	6	-2	-4	91	1	3
COc1cccc(N2CCN(C(=O)c3ccc(CS(=O)c4ccc(Cl)cc4)o3)CC2)c1 (stereo not given)	14	-0.4	-0.3	-2	2	7	-8	98	23	-5
O=[N+]([O-])c1c(NCCO)cc(N2CCN(Cc3ccc4c(c3)OCO4)CC2)c2nonc12	6	0.2	3.5	-1	-1	0	-2	102	1	-4
OCCCn1c(-c2ccccc2)n[nH]c1=S	-3	-0.2	-1.3	-3	12	-9	-5	98	1	15
CC(Oc1cccc(Cl)c1)C(=O)Nc1cc(S(=O)(=O)N2CCOCC2)ccc1N1CCCC1 (stereo not given)	0	0.0	0.4	14	-3	-1	-11	97	-1	-4
CC(=O)c1ccc(NC(=O)C(C)O/N=C(\N)c2ccccc2)cc1 (stereo not given)	-5	0.0	-0.6	15*	-6	2	-6	97	0	-13
Fc1ccc(Cn2nnc(-c3ccc(Cl)cc3)n2)cc1	-4	-0.1	-0.2	4	2	8	-16	101	0	7
Cc1ccc(OCc2nnc(SCC(=O)c3cccs3)n2-c2ccccc2)cc1C	-5	0.4	1.6	-3	-19	5	-4	96	-3	-8
Cc1ccc(S(=O)(=O)N(C)C)cc1NC(=O)c1ccncc1	3	-0.1	0.6	4	19	-1	-7	86	0	-1
O=C(NNC(=O)c1ccc(Br)s1)c1cccc(S(=O)(=O)N2CCCC2)c1	-6	0.3	-0.4	1	-4	-2	-6	96	2	1
Cc1ccc(CC(=O)N2CC(C)OC(C)C2)cc1 (stereo not given)	-2	-0.3	-1.0	-2	9	2	-5	82	-1	1
O=C(c1ccc2snnc2c1)N1CCN(c2ccccn2)CC1	6	-0.2	-0.3	-2	18	-3	.	117	-1	7
FC(F)(F)c1ccc2c(c1)nc1n2CCCC1	-5	-0.3	-0.8	-4	.	-2	-6	89	3	13
c1ccc(-n2ncc3c(NCc4cccs4)ncnc32)cc1	-7	0.7	-3.4	-2	-22	-4	-5	93	0	-2
COc1ccccc1N(CC(=O)NC1CCCC1)C(=O)c1csnn1	3	-0.3	-3.3	7	.	0	-4	97	.	-3
Cc1ccc(C)c(S(=O)(=O)N2CCN(C(=O)C3CCN(C(=O)c4ccc(F)cc4)CC3)CC2)c1	-6	0.3	-0.4	3	-34	2	-6	101	-1	8
COc1ccccc1NC(=O)CN1CCN(CC(=O)Nc2ccc3c(c2)OCCO3)CC1	-1	0.8	-0.3	0	.	6	-1	95	0	-3
O=C(N[C@@H](Cc1ccccc1)C(=O)NC1CCCCC1)c1ccco1	3	0.0	0.4	4	3	-4	-4	98	1	-15
CCOc1cc(C(=O)NC2CCCCCCC2)cc(OCC)c1OCC	2	-0.1	-0.9	-4	8	5	-4	102	-4	-4
CC(=O)N/N=C/c1c(C)[nH]n(-c2ccccc2)c1=O	16	0.2	-0.9	-2	0	-4	2	102	1	-4
CC(=O)NCCC1CCN(c2nc3nonc3nc2N(C)Cc2ccccc2)CC1	-2	0.1	-0.6	1	-1	-2	-6	133	-1	-1
O=C1C(NS(=O)(=O)c2ccccc2)=C(N2CCN(c3ccc(F)cc3)CC2)C(=O)c2ccccc21	-10	-0.1	-0.4	-1	-4	-2	-4	98	-2	-4
NCCn1c(-c2ccccc2)cc(C(=O)O)c1-c1ccccc1F	-2	0.0	0.7	-9	-6	-6	-10	96	3	-2

Complete entries, quoted from the list. Order of values: H9c2 protect	aDG glyco up	hiPSC survival	HTR2A ag	Vif inh	Exocytosis inh	CaV13 ICDI inh	ABCB6 inh 2	Glyco luc inh	PDI inh
Cc1ccc(S(=O)(=O)N(C)C)cc1NC(=O)c1ccncc1 is listed with 3	-0.1	0.6	4	19	-1	-7	86	0	-1
OCCCn1c(-c2ccccc2)n[nH]c1=S is listed with -3	-0.2	-1.3	-3	12	-9	-5	98	1	15
O=C(c1ccc2snnc2c1)N1CCN(c2ccccn2)CC1 is listed with 6	-0.2	-0.3	-2	18	-3	.	117	-1	7

More structures:
SMILES	H9c2 protect	aDG glyco up	hiPSC survival	HTR2A ag	Vif inh	Exocytosis inh	CaV13 ICDI inh	ABCB6 inh 2	Glyco luc inh	PDI inh
CCCn1c(N2CCN(C(=O)NCc3ccccc3)CC2)nc2ccccc21	4	0.8	0.7	-1	1	1	-4	100	2	3
CCn1cnc2cc(NCc3cccc(OC)c3O)ccc21	-4	0.7	-0.4	3	-2	-5	-7	99	7	12
Cc1csc(Nc2ccccc2)[n+]1C	4	0.3	-0.4	0	12	4	-4	102	1	-6
COc1ccc(N)c(C)c1	-3	0.2	-0.2	0	7	3	.	123	-2	.
O=C1CCCc2ccccc2N1Cc1ccc(Cl)cc1	-2	-0.2	-1.2	0	-5	1	-5	97	-2	9
CCOC(=O)c1c(OCCO)nn(-c2ccc(Cl)cc2)c1N	-3	0.1	3.7	0	6	-4	-3	102	2	-1
COc1ccccc1C(=O)NC1CCCCCCC1	-1	0.3	-3.2	0	-1	-6	-3	96	1	-3
CSc1ccc(CN(C)C(=O)C2CCN(C(=O)Nc3ccccc3)CC2)cc1	1	0.3	-2.1	4	-2	0	-3	104	1	-9
CSCCC(NC(=O)c1ccco1)C(=O)N1CCCCCCC1 (stereo not given)	-3	-0.1	-0.4	0	13	-4	-6	96	1	-7
Cc1ccc(C(CNS(=O)(=O)c2ccc([N+](=O)[O-])cc2)N2CCN(C)CC2)cc1 (stereo not given)	4	0.1	-0.3	-3	0	-3	-3	96	-1	-2
Cn1c(Cc2ccccc2)nnc1SCC(=O)Nc1ccc2c(c1)OCO2	-3	0.1	-1.2	0	5	0	-4	97	-1	-1
COC(=O)c1ccc(COc2cccc(OC)c2)o1	-2	-0.1	-1.1	0	.	0	.	98	-2	-2
Cc1cccc(NC(=O)N2CCCC2C(=O)NCc2ccccc2)c1 (stereo not given)	11	-0.1	2.0	2	-7	4	7	82	-1	-4
C[C@H]1CC[C@@]2(O[C@@H](CCO)C[C@@H](O)[C@@H]2O)O1	5	0.2	2.1	5	8	-10	-5	97	1	-3
CCN(CC)CCNS(=O)(=O)c1ccc2[nH]cc(C(=O)O)c(=O)c2c1	3	0.0	1.8	7	.	-2	-8	95	1	11
CCC1NC(=O)c2cc3ccccc3cc2-n2c1nc1cc(C)cc(C)c1c2=O (stereo not given)	2	0.0	4.2	6	11	-2	-5	100	4	4
C=CCN(C(=O)C1=NN(C2CCS(=O)(=O)C2)C(=O)CC1)c1nc(-c2ccc([N+](=O)[O-])cc2)cs1 (stereo not given)	9	0.2	1.1	2	1	-1	-6	96	-4	-3
CCOc1ccccc1NCc1cc(=O)oc2cc(C)ccc12	-5	0.0	-0.7	3	6	29	-3	97	-1	-4
CCOc1ccc(C(=O)NCC(c2ccco2)N2CCc3ccccc3C2)cc1 (stereo not given)	-1	0.2	0.3	-1	0	1	-7	94	-1	-10
Cc1ccc(CN2[C@@H](CC3CCCCC3)COCCS2(=O)=O)cc1	-6	0.7	-0.7	3	.	-2	-6	96	-7	1
O=C(Nc1ccnn1C1CCN(Cc2ccc(OC(F)F)cc2)CC1)C1CCCC1	-4	-0.1	-0.5	4	-5	-15	-6	102	-3	-4
O=C(N=C1SC2CS(=O)(=O)CC2N1c1ccc(Cl)cc1)C1CCCO1 (stereo not given)	6	-0.3	-0.3	-3	-3	-1	-3	100	0	9
CCCC(=O)O/N=C(\c1ccccc1)c1ccncc1	0	-0.1	0.2	-1	0	2	-18	99	1	-2
O=C(Cn1nc(Cc2cccnc2)c2ccccc2c1=O)NCc1ccc(F)cc1	3	0.1	1.3	-3	11	2	-3	100	0	.
Cc1cccn2c(=O)c(C=O)c(N3CCCCCC3)nc12	0	-0.2	-0.9	-10	7	-2	.	97	-12	-7
Going on with the list:
SMILES	H9c2 protect	aDG glyco up	hiPSC survival	HTR2A ag	Vif inh	Exocytosis inh	CaV13 ICDI inh	ABCB6 inh 2	Glyco luc inh	PDI inh
CC1=C(n2ccnc2)CCC1=O	0	-0.5	3.5	1	20	1	-6	103	86*	-2
Cc1ccccc1OCC(=O)NC(Cc1c[nH]c2ccccc12)C(=O)O (stereo not given)	-3	-0.4	-0.8	1	8	4	-3	107	0	2
Cc1csc(SCC(=O)Nc2ccccn2)n1	17	-0.2	-1.6	6	-16	0	.	94	-1	3
CC(=O)c1ccc(N2CCN(C(=O)c3ccc(Br)cc3)CC2)c(F)c1	-21	1.5	2.3	2	5	-3	.	89	1	-10
COc1cccc2cc(C(C)N(CCCN3CCOCC3)C(=S)Nc3cccc(C)c3)oc12 (stereo not given)	8	0.1	-0.2	-9	-7	3	-16	100	2	0
CCOc1ccc(S(=O)(=O)NCCC(=O)OCC(=O)NC(=O)c2cccn2C)cc1	-1	-0.2	-0.7	-1	-5	-1	-5	99	0	3
O=c1ccccn1CCOc1ccccc1Cl	6	-0.1	0.6	6	-13	0	-3	99	1	1
CCCCN(C(=O)CCCc1nc2ccccc2c(=O)[nH]1)c1c(N)n(CC(C)C)c(=O)[nH]c1=O	3	0.0	-0.8	9	17	6	-6	104	2	-5
Cc1ccnc2c(N3C(=O)C4C5C=CC(C5)C4C3=O)cccc12 (stereo not given)	0	-0.2	-0.1	-2	-1	3	-7	100	-1	-5
COc1ccc(NC(=O)CSc2nnc(CNC(=O)c3ccco3)o2)cc1	-10	0.7	-0.4	3	14	4	-5	106	1	-1
Cc1ccc(C(=O)N/C(=C/c2ccccc2)C(=O)NC(Cc2ccccc2)C(=O)O)cc1 (stereo not given)	5	-0.3	2.1	16*	3	-1	-5	96	1	1
CC(C)NC(=O)C1CCN(C2CCN(Cc3cn[nH]c3-c3ccccc3)CC2)CC1	7	-0.4	-1.2	1	14	1	-5	94	1	-2
O=C(COC(=O)c1ccc(CO)cc1)Nc1ccc(OC(F)F)cc1	0	1.2	-0.2	1	5	1	-5	101	1	-8
O=C(CN1CCC(NC(=O)c2ccco2)CC1)Nc1ccccc1C(F)(F)F	-1	0.1	-0.5	-10	-1	-7	-5	104	1	8
COc1ccc(C2c3ccc4ccccc4c3Oc3ncn(CCO)c(=N)c32)cc1OC (stereo not given)	-4	0.5	-0.8	11	5	18	.	98	-3	11
CC(C)OC(=O)c1cc(NC(=S)Nc2ccc([N+](=O)[O-])cc2)cc(C(=O)OC(C)C)c1	-32	0.4	-2.1	5	8	-4	-5	96	-9	-2
O=C(Nc1ccccc1)c1cc(C2CCCCN2C(=O)CCc2ccccc2)on1 (stereo not given)	-8	0.0	0.0	-1	-6	1	-5	95	0	-3
COc1cc(C(=O)NC(=S)Nc2ccccc2[N+](=O)[O-])cc(OC)c1OC	-4	0.1	9.7	-2	7	0	-3	102	2	-11
Cn1c(=O)[nH]c(=O)c2c1nc(NCCCO)n2Cc1ccc(F)cc1	-2	0.5	-4.0	-2	3	8	.	99	5	-3
O=C(COC(=O)c1n[nH]c2ccccc12)Nc1cccc(S(=O)(=O)N2CCOCC2)c1	-4	-0.2	-0.4	3	3	2	9	90	0	7
